# Screens deposited in PubChem by National Center for Advancing Translational Sciences (NCATS).
# TDP-43 yeast inh – TDP-43 toxicity inhibition in yeast; TDP-43 expressing yeast growth rescue, BacTiter-Glo, 24 h; Potency, µM (highest dose often 46.1 µM), without a hit: at the highest dose growth rescue (activation), usual class: activators; 1.8% of 410,000 active; note: % of control where 0% means no effect; nearly all actives have a fitted effect of over 50% in size
#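 Luminescence from BacTiter-Glo reports growth of TDP-43-expressing yeast after 24 hr at 30 deg C with compound. Cells were raffinose-pregrown to mid-log, then seeded in galactose medium at OD600=0.02.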
# PTHR1 ag – activates the human parathyroid hormone receptor PTHR1 | Q03431 | HEK293 GP2 PTHR1 cells, GloSensor cAMP luminescence, 1 h | Potency, µM (top dose mostly 115 µM), inactives show at the top dose activation, actives largely listed as activators | 0.075% of 410,000 active | AID 743266; note: nearly all actives have a fitted effect of over 55% in size; some results filed as inactive show a strong effect at the top dose; inactives centre near -15; many of its hits are not listed in these tables
# Target sequence (Q03431 whole entry, looked up): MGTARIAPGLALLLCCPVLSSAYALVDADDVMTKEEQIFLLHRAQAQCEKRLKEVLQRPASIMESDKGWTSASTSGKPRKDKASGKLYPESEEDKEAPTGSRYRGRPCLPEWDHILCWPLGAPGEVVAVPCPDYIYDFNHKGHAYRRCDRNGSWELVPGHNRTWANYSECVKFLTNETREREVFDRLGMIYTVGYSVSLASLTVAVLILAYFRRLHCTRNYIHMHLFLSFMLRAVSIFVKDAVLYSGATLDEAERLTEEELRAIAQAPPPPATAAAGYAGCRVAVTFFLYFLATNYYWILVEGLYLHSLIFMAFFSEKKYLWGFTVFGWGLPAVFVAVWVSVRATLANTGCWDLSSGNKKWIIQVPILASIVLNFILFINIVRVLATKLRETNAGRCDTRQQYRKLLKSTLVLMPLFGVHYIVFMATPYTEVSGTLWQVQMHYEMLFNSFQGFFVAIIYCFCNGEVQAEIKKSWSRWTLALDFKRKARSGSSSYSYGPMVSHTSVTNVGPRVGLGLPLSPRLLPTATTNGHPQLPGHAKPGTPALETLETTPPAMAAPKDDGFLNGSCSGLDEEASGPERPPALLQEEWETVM
#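 HEK-293-derived GP2 cells expressing PTHR1 and a GloSensor cAMP reporter, 3,000/well, plated overnight, given luciferin plus IBMX (each 0.5 mM as added) for 1 h at 37 °C, then compound for 1 h at 37 °C. Luminescence was read after 15 min at room temperature.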
# FUS yeast rescue – suppressors of FUS proteinopathy in yeast; S. cerevisiae FUS-expressing, growth rescue, OD600, 24 h; Potency, µM (doses to about 76.6 µM), for the others: at the top dose growth rescue (activation), usual class: activators; 0.24% of 390,000 active; AID 1347120;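 note: plate controls were DMSO vehicle for no effect and reference control for full effect; nearly all actives have a fitted effect of over 55% in size; some results filed as inactive show a strong effect at the top dose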
#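 Restored growth of FUS-toxic S. cerevisiae, read as 600 nm absorbance after 24 h at 30C in galactose medium (starting OD 0.005). Controls CP55940 and DMSO.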
# Starred values were filed as active, the others as inactive; i = inactive; ? = inconclusive; [ ] = remark or other dose. Calls come from the whole dose curve; as a rule, active = well fitted curve in the direction sought with a large enough effect; inconclusive = small, poorly fitted or top-dose-only effect, or another doubt; inactive = no such curve, though single readings can be large; an effect the other way counts as inactive or inconclusive. Potency is the fitted concentration of half-maximal effect. Some of the compounds tested, so the mix of outcomes need not match the whole.
Structure | TDP-43 yeast inh | FUS yeast rescue | PTHR1 ag
CS(=O)(=O)N(Cc1ccccc1)c1ccc(C(=O)Nc2cccc(Cl)c2)cc1 | 19% | 38% | i
CCOc1ccccc1NC(=O)Cn1c(=O)n(Cc2ccccc2)c(=O)c2c1c1cc(C)ccc1n2C | 16% | -4% | -22%
Cc1cccc(-c2noc(-c3ccc(NCc4cccnc4)c([N+](=O)[O-])c3)n2)c1 | 7% | 13% | i
CCCNc1ncnc2c1c(-c1ccccc1)cn2-c1ccccc1 | 22µM* | ? | -6%
CCn1c(=N)c(C(=O)NCc2ccccc2)cc2c(=O)n3cc(C)ccc3nc21 | 3% | -7% | -23%
CCOC(=O)N1CCc2c(sc(NCc3cc(OC)c(OC)cc3OC)c2C(=O)Nc2ccc(OCC)cc2)C1 | 12% | ? | 2%
CCN(CC)C(=O)CSc1nnc2[nH]c(=O)cc(C)n12 | 27% | -11% | 14%
Cc1cccc(NC(=O)C2CCCN(S(=O)(=O)c3c(C)noc3/C=C/N(C)C)C2)c1C (stereo not drawn) | 20% | ? | i
Cc1ccc(NC(=O)Cn2c(=O)n(-c3ccc(CC(=O)NCC4CCCO4)cc3)c(=O)c3ccccc32)cc1 (stereo not drawn) | 18% | -8% | -7%
Cc1ccc(C)c(CNC(=O)C2CCCCN2S(=O)(=O)c2ccc(F)cc2)c1 (stereo not drawn) | 17% | -17% | -13%
Cc1oc2ncn(CC(C)C)c(=O)c2c1C(=O)N1CCN(c2ccccc2F)CC1 | 24% | 18% | i
Cn1c(/C(C#N)=C/c2ccccc2Br)nc2ccccc21 | 11µM* | 0% | -38%[inhibitor]
CN1CCN(C(=O)c2ccc3c(c2)N(Cc2ccc(Cl)cc2)C(=O)c2ccccc2S3(=O)=O)CC1 | 12% | 6% | i
Cc1c(C(=O)OC2CCCCCC2)[nH]c2c1C(=O)CC(c1ccccc1)C2 (stereo not drawn) | 5% | -2% | -47%[inhibitor]
COc1cccc(Cn2cc(S(=O)(=O)c3ccc(C)cc3)c(=O)c3cc4c(cc32)OCO4)c1 | 26% | ? | -47%

# An excerpt of these results, with values under each structure:
# Order of values: TDP-43 yeast inh	FUS yeast rescue	PTHR1 ag
- CCn1c(=N)c(C(=O)NCc2ccccc2)cc2c(=O)n3cc(C)ccc3nc21
→ 3%	-7%	-23%
- CCOC(=O)N1CCc2c(sc(NCc3cc(OC)c(OC)cc3OC)c2C(=O)Nc2ccc(OCC)cc2)C1
→ 12%	?	2%
- CCN(CC)C(=O)CSc1nnc2[nH]c(=O)cc(C)n12
→ 27%	-11%	14%
- Cc1cccc(NC(=O)C2CCCN(S(=O)(=O)c3c(C)noc3/C=C/N(C)C)C2)c1C (stereo not drawn)
→ 20%	?	i
- Cc1ccc(NC(=O)Cn2c(=O)n(-c3ccc(CC(=O)NCC4CCCO4)cc3)c(=O)c3ccccc32)cc1 (stereo not drawn)
→ 18%	-8%	-7%
- Cc1ccc(C)c(CNC(=O)C2CCCCN2S(=O)(=O)c2ccc(F)cc2)c1 (stereo not drawn)
→ 17%	-17%	-13%

# More structures follow.
Structure | TDP-43 yeast inh | FUS yeast rescue | PTHR1 ag
O=C(Cc1ccc(Cl)cc1)NC1CC(=O)N(c2ccc3c(c2)OCCO3)C1 (stereo not drawn) | 13% | -7% | -24%
Cc1cccc(Cn2ccn(Cc3ccc(Cl)cc3)c(=O)c2=O)c1 | -1% | -5% | 17%
CCc1ccc(-n2c(=O)c3cccnc3n2CC(=O)Nc2cc(F)ccc2F)cc1 | 0% | -20% | i
CCOC(=O)c1c(C)oc2c(Cl)cc(NS(=O)(=O)c3ccc(Cl)c(C)c3)cc12 | 1% | ? | -31%[inhibitor]
COc1ccc(CCNC(=O)c2nc(SCc3ccc(F)cc3)ncc2Cl)cc1OC | 13% | 14% | -36%[inhibitor]
O=C(C1CCN(S(=O)(=O)Cc2ccccc2)CC1)N1CCN(c2ccc(F)cc2)CC1 | 22µM* | -5% | -13%
Cc1ccc(NC(=O)NCc2cccn2Cc2ccccc2)c(C)c1 | 4% | -7% | i
CCn1cc(C(=O)OCC(=O)Nc2cc(OC)cc(OC)c2)c(=O)c2ccc(C)nc21 | 0% | -16% | -10%
COc1ccc(NC(=O)CC2C(=O)N(c3ccc(F)cc3)C(=O)N2CCc2sccc2C)cc1 (stereo not drawn) | 13% | ? | -7%
COc1cccc(NC(=O)C2CCN(S(=O)(=O)c3c(C)noc3C)CC2)c1 | 21% | -18% | -11%
CCOc1ccc(CNC(=O)c2ccc(CS(=O)Cc3ccc(Cl)cc3)o2)cc1 (stereo not drawn) | 22% | -11% | -15%
CSc1ccc(-c2nnn(CC(=O)Nc3sc4c(c3C#N)CCC(C(C)(C)C)C4)n2)cc1 (stereo not drawn) | 22% | -28% | i
COc1ccc(-n2c(SCC(=O)Nc3nnc(C)s3)nc3c([nH]c4ccccc43)c2=O)cc1 | ? | 6% | -18%
COc1cc2nc(SCC(=O)Nc3c(C)cc(C)cc3C)n3nc(CCn4c(C)nc5ccccc54)nc3c2cc1OC | -14% | 8% | 14%
CC(C)c1ccc(OCc2cc(=O)n3c4c(sc3n2)CCCC4)cc1 | 19% | -28% | -11%
Cc1cccc(OCCCCn2nnc3sc4c(c3c2=O)CCC(C)C4)c1 (stereo not drawn) | 17% | -6% | i
COc1ccc(NS(=O)(=O)c2cc3[nH]c(=O)c(=O)[nH]c3cc2C)cc1Cl | 8% | -13% | -95%[inhibitor]
COc1ccc(C)cc1NC(=O)c1cc(S(=O)(=O)N2CCc3ccccc3C2)ccc1F | 10% | 29% | i
Cc1cccc(C)c1OCC(=O)Nc1c(C(=O)c2ccc(Br)cc2)oc2ccccc12 | -47% | 4% | 14%
CCOc1ccc(NC(=O)Cn2c(=O)n(Cc3ccc(C(=O)NCc4ccc5c(c4)OCO5)cc3)c(=O)c3ccccc32)cc1 | 9% | -4% | 0%
CCOC(=O)c1c(-c2ccccc2)csc1NC(=O)c1cc(-c2cccc(Cl)c2)on1 | 1% | 15% | i
CCOc1ccc(C(=O)Nc2ccc3nc(SCC(=O)N4CCOCC4)sc3c2)cc1 | 2% | 13% | -11%
COC(=O)COc1ccc(C2C(C(=O)OC)=C(C)NC3=C2C(=O)c2ccccc23)cc1OC (stereo not drawn) | 3% | 9% | -5%
COc1ccc(C2C=C(c3ccc(Cl)c(Cl)c3)Nc3ncnn32)cc1 (stereo not drawn) | ? | -11% | i
O=c1cc(-c2ccccc2)n2c(SCc3ccc(F)cc3)nnc2[nH]1 | 8% | 13% | -57%[inhibitor]
CCc1nn(CC(=O)NCCc2ccc(OC)cc2OC)c(=O)c2cc3c(OC)cccc3n12 | 10% | 6% | i
COCc1cc(C)n(CC(=O)Nc2ccc(NC(C)=O)cc2)c(=O)c1C#N | 2% | -14% | 7%
COC(=O)c1c(-c2ccc(Cl)cc2)noc1N1CCN(c2cccc(C(F)(F)F)c2)CC1 | 11%[9.22 µM] | -27% | -33%
CC1=C(C(=O)Nc2cccnc2)C(c2ccccc2)n2nc(SCc3ccccc3Cl)nc2N1 (stereo not drawn) | 0% | -2% | -16%
CCCN1C(C(=O)c2ccccc2)=C(OC(=O)C(C)(C)C)c2ccccc2S1(=O)=O | 5% | 24% | i
COc1ccc(CNC(=O)c2ccc3[nH]c(C)c(C)c3c2)c(OC)c1 | 12% | ? | i
COc1cccc2[nH]c(C(=O)NCc3ccc4c(c3)CCN4C(=O)c3ccc(F)cc3)cc12 | 0% | ? | -47%[inhibitor]
COc1ccc(Cl)cc1NC(=O)C1CCN(S(=O)(=O)c2ccc3c(c2)CC(C)N3C(C)=O)CC1 (stereo not drawn) | 0% | 15% | -39%
COc1ccc(/C=C/c2nc(C#N)c(NCCc3ccc(OC)c(OC)c3)o2)cc1OC | 0% | 26% | i
CCn1c(C(=O)NCc2ccc(OC(C)C)cc2)cc2oc3ccccc3c21 | 13% | 11% | i
CCN1CCC(N(Cc2cccc(OC)c2)C(=O)Nc2ccc(C)cc2Cl)CC1 | 2% | -10% | -20%
Cc1ccc(C)c(N2CCN(C(=O)Cn3c(=O)c4cccn4c4ccc(F)cc43)CC2)c1 | -10% | -5% | i
O=C(NCC(c1cccnc1)N1CCc2ccccc2C1)C(=O)Nc1ccc(Cl)cc1 (stereo not drawn) | 0% | 6% | -19%
Cc1nc2ccccc2c(=O)n1-c1ccc(NC(=O)c2cccc([N+](=O)[O-])c2)cc1 | 13% | ? | -26%
COc1cccc(C(=O)NCCc2csc(-c3cccc(F)c3)n2)c1OC | ? | 20% | -47%[inhibitor]
Cc1cccc(C(=O)N2CCc3cc(CNC(=O)c4ccc(Br)o4)ccc32)c1 | ? | ? | i
COC(=O)c1ccccc1NC(=O)Cn1nnc2sc(-c3ccccc3)cc2c1=O | 21% | -19% | i
COc1ccc2c(c1)Cc1sc(NC(=O)c3cccc(Br)c3)nc1-2 | 0% | 13% | -33%[inhibitor]
CCCCCn1cc2c(c1-c1ccc(Cl)cc1)c(=O)n(C)c(=O)n2C | 20% | -21% | -9%
CCCCNC(=O)CN1C(=O)c2cccnc2Sc2ccccc21 | -20% | 10% | -4%
COc1ccc(-n2ccnc(NCCc3ccc(S(N)(=O)=O)cc3)c2=O)cc1Cl | 17% | 16% | i
CCOc1ccc(C(=O)NCc2ccc3c(c2)CCN3C(=O)c2ccccc2)cc1 | 17% | 15% | -6%
O=C(NCc1ccc(Cl)cc1)c1ccc2c(c1)nnn2C1CCCC1 | 1% | -21% | -13%
O=C(NCc1ccccc1)c1ccc2c(c1)N(Cc1ccccc1F)C(=O)c1ccccc1S2=O (stereo not drawn) | 10% | ? | i
COc1cccc(CSc2nc3n(n2)C(c2ccccc2C)C(C(=O)Nc2ccccc2OC)=C(C)N3)c1 (stereo not drawn) | 25% | -3% | -9%
O=C(Nc1ccccc1Br)C(Cc1ccccc1)NS(=O)(=O)c1cccc2nsnc12 (stereo not drawn) | 17% | 0% | i
CCc1ccccc1NC(=O)Nc1cc(C(=O)NCc2ccc(OC)cc2)ccc1N1CCCC1 | 4% | 14% | -21%
CCOc1ccc(-n2c(=O)c3c(C)c(C)sc3n(CC(=O)C(C)(C)C)c2=O)cc1 | 6% | -24% | -15%
CCn1cc(CNC(=O)c2cc(-c3ccc(C)c(C)c3)nc3ccccc23)c(C)n1 | ? | 16% | -20%
Cc1ccccc1C(=O)OCc1cc(=O)n2nc(-c3cccs3)sc2n1 | 4% | 11% | -62%
COc1ccccc1NC(=O)CC1Sc2ccc(C(F)(F)F)cc2NC1=O (stereo not drawn) | 14% | 9% | i
COc1ccc(-c2cc(C(F)(F)F)n3nc(C(=O)Nc4ccc(Cl)cc4C(F)(F)F)cc3n2)cc1OC | ? | 12% | -2%
O=C(Cn1c(=O)n(Cc2ccc3c(c2)OCO3)c(=O)c2ccc(C(=O)NC3CCCCC3)cc21)Nc1ccccc1F | 8% | 25% | 25%
CCCc1nn2cc(-c3ccc(C)c(C)c3)nc2s1 | 19% | -2% | -31%[inhibitor]
O=C(NCc1ccc(Cl)cc1)C(=O)Nc1ccc(Br)cc1 | 13% | -1% | -30%

# Other structures
Structure | TDP-43 yeast inh | FUS yeast rescue | PTHR1 ag
COc1cc(OC)cc(C(=O)Nc2cc3nn(-c4ccccc4)nc3cc2Cl)c1 | 3% | -10% | -25%
Cc1ccc(CCNC(=O)c2ccc3c(=O)n(-c4ccccc4)c(=O)[nH]c3c2)cc1 | 13% | -15% | i
COc1ccc(CNc2oc(-c3ccc(COc4ccccc4C)o3)nc2C#N)cc1 | 0% | 15% | i
COc1cc([N+](=O)[O-])ccc1NC(=O)N1CCC2(CC1)Nc1ccccc1-n1cccc12 | -2% | 7% | -12%
CC(C)NS(=O)(=O)c1ccc(OCC(=O)N2CCN(c3cccc(Cl)c3)CC2)cc1 | 11% | 26% | i
COc1ccc(-c2nn(CC(=O)Nc3ccccc3F)c3c2cnc2ccc(F)cc23)cc1 | 0% | 2% | -27%
CC(=O)c1ccc(NC(=O)C2=CC(c3ccc(C)cc3)=NS(=O)(=O)N2C)cc1 | 15%[9.22 µM] | -30% | -32%[inhibitor]
CCOc1ccc(NC(=O)Cn2nc(CC)n3c(cc4sccc43)c2=O)cc1 | 12% | -28% | i
COc1cc(Cl)c(C)cc1NC(=O)CCn1c(=O)c2cccn2c2cccnc21 | 12% | 11% | -7%
Cc1cc(NC(=O)CC(C)C)cc(-c2nc3ncccc3o2)c1O | 23% | -2% | -33%[inhibitor]
COC(=O)c1cc2sc(C)cc2n1CC(=O)Nc1ccc(C)cc1Cl | 7% | 22% | -11%
CCOC(=O)c1ccc(N2C(=O)c3n[nH]c(-c4cccs4)c3C2c2ccc(C(C)C)cc2)cc1 (stereo not drawn) | -3% | 13% | -67%[inhibitor]
CC(C)(C)OC(=O)N1CCC(c2c(C(=O)Nc3ccc4c(c3)OCCO4)cnn2-c2ccc(F)cc2F)CC1 | ? | 40% | -10%
